# ROS inducer – cancer cell ROS induction; U2OS ROS induction, H2DCF-DA fluorescence; AID 624156; ROS induction (% of piperlongumine), % at 10 µM; actives 2% (n = 46,000); in the data active = ROS induction above about 79%, passing the limit was not always enough; inconclusive = no clear call, values can overlap the other calls;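 also: 0% = DMSO vehicle median and 100% = reference compound median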
# * = called active by the depositor; ? = inconclusive. This is a subset. The share of hits here may be higher or lower than overall.
SMILES,ROS inducer
C[C@@H]1CN([C@H](C)CO)C(=O)c2cccc(NC(=O)Nc3ccccc3)c2O[C@H]1CN(C)Cc1ccc(C(F)(F)F)cc1,26
C[C@@H]1CN([C@H](C)CO)C(=O)c2cc(NC(=O)CCN3CCOCC3)ccc2O[C@H]1CN(C)Cc1ccc(C(F)(F)F)cc1,2
Nc1cnn(C2OC(COC(=O)c3ccccc3)C(O)C2O)c(=O)n1 (stereo unspecified),-8
O=C(CSc1nnnn1-c1ccccc1Cl)Nc1ccc(Br)cc1,-4
O=C(O)CCCc1nc2ccccc2s1,3
CN1CCN(S(=O)(=O)c2ccc(Br)cc2)CC1,9
COC(=O)CCCCCCC(=O)N/N=C/c1cc(Br)cc(Br)c1O,25
CNC[C@H]1Oc2ccc(NC(=O)Nc3ccccc3)cc2C(=O)N([C@@H](C)CO)C[C@@H]1C,?
Cc1cccc(-n2c(N)cc(=O)[nH]c2=S)c1,-6
C[C@H](CO)N1C[C@H](C)[C@H](CN(C)Cc2ccncc2)Oc2ccc(NC(=O)Nc3ccc(C(F)(F)F)cc3)cc2C1=O,11
Nc1nc(SC/C=C/c2ccccc2)nc2sc3c(c12)CCCC3,15
C[C@H](CO)N1C[C@H](C)[C@@H](CN(C)S(C)(=O)=O)Oc2ccc(NC(=O)CCN3CCOCC3)cc2C1=O,10

# Looked up by structure from above, 5 records:
SMILES,ROS inducer
C[C@@H]1CN([C@H](C)CO)C(=O)c2cccc(NC(=O)Nc3ccccc3)c2O[C@H]1CN(C)Cc1ccc(C(F)(F)F)cc1,26
O=C(O)CCCc1nc2ccccc2s1,3
Nc1cnn(C2OC(COC(=O)c3ccccc3)C(O)C2O)c(=O)n1 (stereo unspecified),-8
Cc1cccc(-n2c(N)cc(=O)[nH]c2=S)c1,-6
C[C@H](CO)N1C[C@H](C)[C@H](CN(C)Cc2ccncc2)Oc2ccc(NC(=O)Nc3ccc(C(F)(F)F)cc3)cc2C1=O,11

# Going on with the list:
SMILES,ROS inducer
C[C@@H]1CN([C@@H](C)CO)C(=O)c2cccc(N(C)C)c2O[C@H]1CN(C)Cc1ccc2c(c1)OCO2,-8
C[C@@H]1CN([C@H](C)CO)C(=O)c2cccc(NC(=O)c3ccncc3)c2O[C@H]1CN(C)Cc1ccc(Oc2ccccc2)cc1,48
C[C@H](CO)N1C[C@H](C)[C@H](CN(C)S(=O)(=O)c2ccc(Cl)cc2)Oc2ccc(NC(=O)Nc3ccc4c(c3)OCO4)cc2C1=O,23
c1ccc(OCc2nc3c4c5c(sc4ncn3n2)CCCC5)cc1,13
Cc1noc(C)c1S(=O)(=O)Nc1ccc2c(c1)CC(=O)N([C@H](C)CO)C[C@H](C)[C@H](CN(C)S(C)(=O)=O)O2,5
C[C@@H]1CN([C@@H](C)CO)C(=O)Cc2cc(NC(=O)c3ccncc3)ccc2O[C@@H]1CN(C)Cc1ccc(-c2ccccc2)cc1,16
COC(=O)c1c(NC(=O)CC2Nc3cccc4cccc(c34)NC2=O)sc2c1CCCC2 (stereo unspecified),-4
CCn1c(SCC(=O)Nc2ccc(Br)c(Cl)c2)nnc1-c1ccc(Cl)cc1,-8
CCOC(=O)c1c(NC(=O)CSc2nnc(C)s2)sc(C)c1C,14
C[C@H](CO)N1C[C@H](C)[C@@H](CN(C)Cc2ccncc2)Oc2c(NC(=O)c3nc4ccccc4s3)cccc2C1=O,64
O=C(CCCCC(=O)NN=C1CCCCCCC1)NO,-2
COc1ccc(S(=O)(=O)Nc2cccc3c2O[C@H](CN(C)S(C)(=O)=O)[C@H](C)CN([C@H](C)CO)C3=O)cc1,5
C[C@H](CO)N1C[C@H](C)[C@H](CN(C)Cc2ccncc2)Oc2c(NC(=O)c3ccncc3)cccc2C1=O,-8
Cc1ccc(S(=O)(=O)N(C)C[C@H]2Oc3c(NS(C)(=O)=O)cccc3C(=O)N([C@@H](C)CO)C[C@H]2C)cc1,-1
C[C@@H]1CCCCO[C@@H](CN(C)Cc2ccccc2)[C@@H](C)CN([C@H](C)CO)C(=O)c2cc(NC(=O)c3ccccc3)ccc2O1,184*
O=C(NCc1ccccc1)C1CCCN(S(=O)(=O)N2CCCCCC2)C1 (stereo unspecified),6
COc1ccc(CC(=O)Sc2nc3ccccc3s2)cc1,7
COc1ccc(-c2cnc3c(c2)C(=O)N([C@H](C)CO)C[C@H](C)[C@H](CN(C)Cc2cccc(C(F)(F)F)c2)O3)cc1,110*
COc1ccc(CCNC(=O)[C@@]2(Sc3ccc(C)cc3)CC(=O)N(C(C)C)[C@@H]2c2ccc(CO)cc2I)cc1,20
O=C(NC1CCCC1)C1CC(=O)N(CCc2ccccc2)C1 (stereo unspecified),-1
C[C@@H]1CC[C@]2(C(=O)O)CC[C@]3(C)C(=CCC4[C@@]5(C)CC[C@H](O)[C@](C)(C(=O)O)C5CC[C@]43C)C2[C@]1(C)O (stereo partly specified),-6
CNC[C@@H]1Oc2ccc(NC(=O)NC3CCCCC3)cc2C(=O)N([C@H](C)CO)C[C@@H]1C,-3
Cc1noc(C)c1S(=O)(=O)Nc1ccc2c(c1)C(=O)N([C@@H](C)CO)C[C@@H](C)[C@H](CN(C)C)O2,-9
CNc1cc2ncnc(Nc3cccc(Br)c3)c2cc1N,?
C[C@@H]1CN([C@H](C)CO)C(=O)CCCn2nncc2CO[C@@H]1CN(C)CC1CCCCC1,17
Cc1noc(C)c1S(=O)(=O)Nc1ccc2c(c1)C(=O)N([C@@H](C)CO)C[C@@H](C)[C@@H](CN(C)C(=O)NC(C)C)O2,0
Cc1cc(I)cnc1NC(=S)NC(=O)c1ccco1,26
CCN1C(=O)/C(=C/N(C)c2ccccc2)OC1=S,0
C[C@@H]1CN([C@@H](C)CO)C(=O)c2cc(NC(=O)CCCN(C)C)ccc2O[C@H]1CN(C)C(=O)Nc1cccc2ccccc12,-3
COc1ccc2[nH]cc(CCNC(=O)Nc3ccccc3)c2c1,15
C[C@H]1CN([C@@H](C)CO)C(=O)Cc2cc(NS(=O)(=O)c3ccc(F)cc3)ccc2O[C@H]1CN(C)C(=O)Nc1ccccc1,5
C[C@@H]1CCCCO[C@H](CN(C)C(=O)NC2CCCCC2)[C@@H](C)CN([C@H](C)CO)C(=O)c2cc(NS(C)(=O)=O)ccc2O1,20
C[C@@H]1CN([C@@H](C)CO)C(=O)c2cccc(NS(=O)(=O)c3cn(C)cn3)c2O[C@H]1CN(C)Cc1ccncc1,1
c1ccc2c(Cc3c[nH]c4ccccc34)c[nH]c2c1,-6
C[C@@H]1CN([C@H](C)CO)C(=O)c2cccc(NS(=O)(=O)c3ccc(F)cc3)c2O[C@@H]1CN(C)C,-2
COc1cc(O)cc(OC)c1/C=N/NC(=O)c1ccccc1O,19
O=C(N/N=C/c1cn(Cc2ccccc2)c2ccccc12)c1ccccn1,6
COc1ccc(N=C(C)c2c(C(F)(F)F)[nH]n(-c3nc4ccccc4s3)c2=O)cc1OC,-2
C[C@@H]1CN([C@@H](C)CO)C(=O)CCCn2nncc2CO[C@@H]1CN(C)S(=O)(=O)c1ccc2c(c1)OCCCO2,-6
C[C@@H]1CN([C@H](C)CO)C(=O)Cc2cc(NC(=O)c3ccncc3)ccc2O[C@H]1CN(C)C(=O)Nc1ccc2c(c1)OCO2,1
C[C@@H]1CCCCO[C@@H](CN(C)C)[C@@H](C)CN([C@H](C)CO)C(=O)c2cc(NS(C)(=O)=O)ccc2O1,0
Cc1c(Cl)cccc1NC(=O)Cn1cc(C(=O)c2cccs2)c2ccccc21,12
C=CCNC(=O)[C@H]1[C@@H]2C(=O)O[C@@H](c3ccccc3)[C@@H](c3ccccc3)N2[C@@H](c2ccc(OCCO)cc2)[C@]12C(=O)Nc1ccc(C#CC3(O)CCCCCC3)cc12,49
C[C@H]1CN([C@@H](C)CO)C(=O)Cc2cc(NC(=O)Cc3ccccc3)ccc2O[C@H]1CN(C)C(=O)Nc1ccc2c(c1)OCO2,22
Cc1ccc([N+](=O)[O-])cc1N(CC(=O)Nc1ccc(F)cc1F)S(C)(=O)=O,2
CC(C)NC(=O)N(C)C[C@H]1Oc2ccc(NS(C)(=O)=O)cc2CC(=O)N([C@@H](C)CO)C[C@H]1C,10
CCOC(=O)Nc1cc(=O)c2ccccc2o1,23
CCCN1C(=O)/C(=C/C=C2/Oc3ccccc3N2CCC(=O)O)N(CCO)C1=S,-7

# A second format for part of the listing above.
> C[C@H]1CN([C@@H](C)CO)C(=O)Cc2cc(NC(=O)Cc3ccccc3)ccc2O[C@H]1CN(C)C(=O)Nc1ccc2c(c1)OCO2
- ROS inducer = 22

> Cc1ccc([N+](=O)[O-])cc1N(CC(=O)Nc1ccc(F)cc1F)S(C)(=O)=O
- ROS inducer = 2

# Further results:
SMILES,ROS inducer
C[C@@H]1CN([C@H](C)CO)C(=O)Cc2cc(NS(=O)(=O)c3ccccc3)ccc2O[C@@H]1CN(C)Cc1ccc(Oc2ccccc2)cc1,63
CCOC(=O)CN1C(=O)C(O)(c2c[nH]c3ccccc23)c2ccccc21 (stereo unspecified),-19
C[C@@H]1CN([C@H](C)CO)C(=O)c2cccc(NC(=O)C3CCCCC3)c2O[C@@H]1CN(C)Cc1ccc(C(=O)O)cc1,-12
C[C@H]1CN([C@@H](C)CO)C(=O)Cc2cc(NS(=O)(=O)c3ccccc3)ccc2O[C@H]1CN(C)Cc1ccncc1,16
COc1cccc(CNC(=O)c2ccc3nc(SCc4ccc(F)cc4)n(C)c3c2)c1,16
Cc1ccc(CN2C(=O)c3ccccc3Sc3ccc(C(=O)NCCN4CCOCC4)cc32)cc1,2
Cc1noc(C)c1S(=O)(=O)N(C)C[C@H]1OCCCC[C@@H](C)Oc2ccc(NS(=O)(=O)c3ccc(F)cc3)cc2C(=O)N([C@H](C)CO)C[C@@H]1C,11
Cc1noc(C)c1NC(=O)Nc1ccc2c(c1)C(=O)N([C@H](C)CO)C[C@@H](C)[C@H](CN(C)C)O2,-16
C[C@H](CO)N1C[C@H](C)[C@@H](CN(C)Cc2ccc3c(c2)OCO3)Oc2ccc(NC(=O)Cc3ccccc3)cc2C1=O,21
Cc1cc(C)c(OCC(=O)Nc2ccccc2C#N)c(Br)c1,4
Cc1cc(C(=O)O)ccc1NC(=O)CCCC(=O)O,-11
C[C@H]1CN([C@@H](C)CO)C(=O)Cc2cc(NS(C)(=O)=O)ccc2O[C@@H]1CN(C)Cc1ccc(Cl)c(Cl)c1,?

# Given with bars between the fields: three of the compounds above.
Molecule | ROS inducer
CCOC(=O)CN1C(=O)C(O)(c2c[nH]c3ccccc23)c2ccccc21 (stereo unspecified) | -19
C[C@@H]1CN([C@H](C)CO)C(=O)c2cccc(NC(=O)C3CCCCC3)c2O[C@@H]1CN(C)Cc1ccc(C(=O)O)cc1 | -12
C[C@H]1CN([C@@H](C)CO)C(=O)Cc2cc(NS(=O)(=O)c3ccccc3)ccc2O[C@H]1CN(C)Cc1ccncc1 | 16

# Next structures.
SMILES,ROS inducer
O=C(NCCOC12CC3CC(CC(C3)C1)C2)c1cc2ccccc2oc1=O,9
NC(=O)[C@H]1[C@@H]2C(=O)O[C@@H](c3ccccc3)[C@@H](c3ccccc3)N2[C@@H](c2ccc(OCCO)cc2)[C@]12C(=O)Nc1ccc(C#CC3=CCCCC3)cc12,28
COc1ccc(NC(=O)Nc2ccc3c(c2)C(=O)N([C@@H](C)CO)C[C@H](C)[C@H](CN(C)Cc2ccc(C(=O)Nc4ccccc4N)cc2)O3)cc1,13
C[C@H]1CN([C@@H](C)CO)C(=O)Cc2cc(NS(=O)(=O)c3cccs3)ccc2O[C@@H]1CN(C)Cc1ccc(-c2ccccc2)cc1,57
Cc1ccc(S(=O)(=O)Nc2ccc3c(c2)C(=O)N([C@H](C)CO)C[C@@H](C)[C@H](CN(C)S(C)(=O)=O)O3)cc1,4
C[C@@H]1CN([C@H](C)CO)C(=O)Cc2cc(NC(=O)C3CCCCC3)ccc2O[C@H]1CN(C)S(=O)(=O)c1cn(C)cn1,9
CCn1c(NC(=O)COc2cccc(C(F)(F)F)c2)nc2ccccc21,-15
CCSc1ncc(Cl)c(C(=O)Nc2nnc(SCc3ccccc3F)s2)n1,8
C[C@H]1CN([C@@H](C)CO)C(=O)c2cc(NC(=O)Nc3ccccc3)ccc2O[C@H]1CN(C)Cc1ccc(Oc2ccccc2)cc1,-6
C[C@@H]1CN([C@H](C)CO)C(=O)c2cc(NC(=O)Nc3ccc(F)cc3)ccc2O[C@@H]1CN(C)CC1CCCCC1,2
C[C@@H]1CN([C@@H](C)CO)C(=O)c2cc(NC(=O)C3CCCCC3)ccc2O[C@@H]1CN(C)Cc1ccc(C(=O)Nc2ccccc2N)cc1,-5
COc1ccc(-c2nc(C)c(CCNS(=O)(=O)c3ccc(Cl)s3)s2)cc1OC,14
CCc1c(C)sc(NC(=O)c2cccs2)c1C(N)=O,4
CN1C(=O)[C@@]2(Cc3ccccc3)SSS[C@]1(CO)C(=O)N2C,-41
O=C(CCO[C@@H]1O[C@H](CO)[C@@H](O)[C@H](O)[C@H]1O)c1ccc(O)cc1,-3
CCCc1cc2c(-c3ccccc3)cc(=O)oc2cc1OCc1ccc(C(=O)O)o1,38
C[C@H]1CN([C@@H](C)CO)C(=O)c2cccc(NC(=O)NC3CCCCC3)c2O[C@H]1CN(C)Cc1ccccc1,68
C[C@H]1CN([C@@H](C)CO)C(=O)Cc2cc(NC(=O)Nc3ccc(F)cc3)ccc2O[C@@H]1CN(C)Cc1ccc(C(F)(F)F)cc1,5
COc1ccccc1-c1coc2cc(O)ccc2c1=O,0
O=C(OC1C(c2c(O)cc(O)c(C(=O)c3ccc(O)cc3)c2O)OC(CO)C(O)C1O)c1cc(O)c(O)c(O)c1 (stereo unspecified),-11
C[C@@H]1CN([C@H](C)CO)C(=O)c2cccc(NC(=O)c3nc4ccccc4s3)c2O[C@H]1CN(C)C,-1
Nc1c(C(=O)c2ccc(Cl)cc2)oc2nc(-c3ccco3)cc(-c3cccs3)c12,26
C[C@@H]1CN([C@@H](C)CO)C(=O)c2cccc(NC(=O)CCCCCC(=O)Nc3ccccc3N)c2O[C@@H]1CN(C)C(=O)Nc1ccc2c(c1)OCO2,3
C[C@H]1CN([C@@H](C)CO)C(=O)c2cccc(NC(=O)c3nc4ccccc4s3)c2O[C@@H]1CN(C)CC1CCCCC1,-8
